Screening results deposited in PubChem by National Center for Advancing Translational Sciences (NCATS).
LmPK inh: LmPK (Leishmania mexicana) enzyme inhibition. Q27686. purified LmPK, Kinase-Glo ATP luminescence, 1 h. Potency, µM (highest dose often 57.5 µM), for the others: at the highest dose activity change, negative = inhibition, hits mostly inhibitors. 290,000 tested, 0.37% active; further: potency means the concentration at half of the fitted maximal effect
Target sequence (Q27686 whole entry, looked up): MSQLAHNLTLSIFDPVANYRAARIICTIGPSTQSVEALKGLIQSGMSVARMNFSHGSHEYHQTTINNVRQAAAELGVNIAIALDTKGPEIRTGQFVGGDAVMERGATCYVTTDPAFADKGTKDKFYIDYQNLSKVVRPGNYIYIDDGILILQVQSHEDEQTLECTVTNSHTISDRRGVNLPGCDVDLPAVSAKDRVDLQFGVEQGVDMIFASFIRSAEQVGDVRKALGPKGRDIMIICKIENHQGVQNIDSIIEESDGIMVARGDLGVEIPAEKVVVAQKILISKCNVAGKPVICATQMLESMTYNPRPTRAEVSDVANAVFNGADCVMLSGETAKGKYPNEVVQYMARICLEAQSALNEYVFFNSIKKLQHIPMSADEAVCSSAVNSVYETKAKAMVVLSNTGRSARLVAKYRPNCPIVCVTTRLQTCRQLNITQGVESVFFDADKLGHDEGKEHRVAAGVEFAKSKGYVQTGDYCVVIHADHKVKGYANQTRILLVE
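qHTS format; LmPK 0.1 nM; substrates PEP 0.5 mM and ADP 0.1 mM. One-hour room-temperature incubation, then coupled luciferase luminescence; 0.5 nM enzyme wells mark activation.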
Tb PYK inh: T. brucei pyruvate kinase inhibition | Q57TT1 | TbPYK enzyme, Kinase-Glo Plus ATP luminescence, 45 min | Potency, µM (highest dose often 76.8 µM), without a hit: at the highest dose activity, negative = inhibition, most hits filed as inhibitors | 410,000 tested, 0.12% active; further: potency means the concentration at half of the fitted maximal effect; nearly all actives have a fitted effect of over 50% in size
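Activity of T. brucei pyruvate kinase was followed by Kinase-Glo Plus luminescence after the enzyme reacted 45 min at room temperature with 130 uM ADP (final) and substrate. Test compounds were added before ADP at multiple concentrations.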
AmpC inh no detg: inhibitors of E. coli AmpC beta-lactamase without detergent; P00811; AmpC nitrocefin hydrolysis, absorbance 480 nm, 0.0001% Triton; Potency, µM (titrated, usually from 57.1 µM), inactives show top-dose activity change, negative = inhibition, usual class: inhibitors; 330,000 tested, 0.52% active; AID 485341;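 further: potency means the concentration at half of the fitted maximal effect; plate controls were no compound for no effect and no enzyme for full effect; nearly all actives have a fitted effect of over 20% in size; some results filed as inactive show a strong effect at the top dose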
Target sequence (P00811 whole entry, looked up): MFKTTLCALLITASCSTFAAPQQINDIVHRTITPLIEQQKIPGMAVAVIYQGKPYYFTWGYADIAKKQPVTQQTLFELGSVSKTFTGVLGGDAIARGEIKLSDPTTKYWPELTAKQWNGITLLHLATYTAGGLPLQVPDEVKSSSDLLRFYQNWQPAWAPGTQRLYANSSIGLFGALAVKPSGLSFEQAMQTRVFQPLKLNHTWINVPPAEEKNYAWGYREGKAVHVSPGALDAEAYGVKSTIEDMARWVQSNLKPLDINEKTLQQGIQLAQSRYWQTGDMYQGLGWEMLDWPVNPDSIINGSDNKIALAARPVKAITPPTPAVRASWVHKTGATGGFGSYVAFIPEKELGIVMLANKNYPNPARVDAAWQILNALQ
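AmpC (5.3 nM in the dispensed reagent) in 20 mM phosphate pH 7.0 with 0.01% (detergent screen) or 0.0001% Triton X-100 was preincubated with compounds for 15 min at room temperature. Nitrocefin was then added from an 800 uM solution, and hydrolysis was followed at 480 nm.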
AMA1 RON2 block: disrupts binding of P. falciparum AMA1 to RON2; AlphaScreen AMA1-biotinylated RON2 peptide binding; Potency, µM (doses to about 58.2 µM), without a hit: at the top dose activity change, negative = inhibition, actives largely listed as inhibitors; 360,000 tested, 0.2% active; AID 720542;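 further: potency means the concentration at half of the fitted maximal effect; 0% = vehicle wells and -100% = peptide control; nearly all actives have a fitted effect of over 45% in size; some results filed as inactive show a strong effect at the top dose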
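AMA1 (3D7) with his tag at 25 nM final met compounds first, then biotinylated RON2 peptide at 25 nM; detection used donor plus acceptor beads, 10 µg/mL apiece, read by AlphaScreen after 30 min at room temperature.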
HCV inh: HCV inhibition; 340,000 tested, 3.4% active; Huh7.5.1 HCVcc-Cre infection, luciferase reporter, 44 h; Potency, µM (doses to about 41.8 µM), inactives show at the top dose activity change, negative = inhibition, actives largely listed as inhibitors; AID 651820; further: potency means the concentration at half of the fitted maximal effect
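1,000 cells/well; 4 h culture; + compound; + HCVcc-Cre (~0.5 moi); 44 h; luciferase substrate, RT 15 min; read 15 sec.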
HCMV inh: inhibitors of human cytomegalovirus; HFF cells, HCMV-luciferase reporter, 72 h; hits give low values; 410,000 tested, 4.5% active; activity change, negative = inhibition, % at 57.5 µM; in the data active means activity change below about -60%; inconclusive means no clear call, values can overlap the other calls; inactive means above about -39%
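HFF cells seeded 16 h at 37C, treated with compounds, infected with luciferase-reporter HCMV at MOI 1 PFU/cell; luciferase read at 72 h post infection, normalized to buffer-only and Salinomycin controls.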
AmpC inh detg: AmpC beta-lactamase inhibition with detergent present | P00811 | AmpC hydrolysis of nitrocefin, absorbance 480 nm, 0.01% Triton | Potency, µM (titrated, usually from 114 µM), inactives show top-dose activity change, negative = inhibition, actives largely listed as inhibitors | 370,000 tested, 0.041% active | AID 485294;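 further: potency means the concentration at half of the fitted maximal effect; 0% = no-compound wells and -100% = no-enzyme wells; nearly all actives have a fitted effect of over 25% in size; some results filed as inactive show a strong effect at the top dose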
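20 mM phosphate pH 7.0 + 0.01% (detergent screen) or 0.0001% Triton X-100; 5.3 nM AmpC reagent; cpd preinc 15 min RT; nitrocefin (800 uM stock) to start; A480 q20 s × 4 min; Activity was normalised to no-enzyme and no-compound control wells.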
Numbers without * were called inactive; ? = inconclusive; · = not tested or not shown; [ ] = dose if it differs, or a comment. Unless noted, the call rests on the fitted dose curve; in most records, active means well fitted curve in the direction sought with a large enough effect; inconclusive means small, poorly fitted or top-dose-only effect, or another doubt; inactive means no such curve, though single readings can be large; an effect the other way counts as inactive or inconclusive. Unless noted, on the % scale 0 is the no-effect control and ±100 the full control effect.

SMILES | LmPK inh | Tb PYK inh | AmpC inh no detg | AMA1 RON2 block | HCV inh | HCMV inh | AmpC inh detg
COc1cc(NC(=O)c2cccc(C)c2)c(Cl)cc1[N+](=O)[O-] | -2% | 4% | -14% | -11%[2.32 µM] | -8% | -28 | ?
O=C(Nc1cc(F)ccc1F)c1cc2nc(-c3ccco3)cc(C(F)(F)Cl)n2n1 | · | 0% | · | · | · | -5 | 6%
CC(=O)Nc1ccc(N(C(=O)c2ccccn2)C(C(=O)NC2CCCCC2)c2ccc(F)cc2)cc1 (stereo not drawn) | -3% | 0% | 34% | 0% | 1% | 6 | -9%
CCOC(=O)CSC1=C(C#N)C(c2ccco2)C(C(=O)Nc2cccc(C(F)(F)F)c2)=C(C)N1 (stereo not drawn) | 5% | 1% | -15% | 1% | ? | 15 | 3%
COc1ccc(NC(=O)c2cn(CCC#N)nc2-c2ccc(OC)c(OC)c2)cc1 | -2% | -1% | 17% | 6% | 13% | -2 | 3%
Cc1ccc(NC(=O)C2CCCN2C(=O)c2cccs2)cc1C (stereo not drawn) | · | -2% | -20% | -11% | 12% | -27 | 5%
COC(=O)[C@]1(Cc2ccccc2)N[C@H](CN(C)S(=O)(=O)c2ccc(-c3ccccc3)cc2)[C@@H]2C(=O)N(C)C(=O)[C@@H]21 | · | 0% | 188%[activator] | -3% | -23% | 2 | ·
COC(=O)c1ccc2nc(-c3ccc(F)cc3)c(Cc3ccccc3)n2c1 | · | 1% | · | 9% | · | 1 | ·
COc1ccc(CC(=O)OCC(=O)NC(=O)NC23CC4CC(CC(C4)C2)C3)cc1 | 9% | 1% | -11% | -8% | 3% | -21 | -2%
CCN(CC)c1ccc(Nc2nc(Cl)ncc2Br)cc1 | 1% | 4% | -15% | -30% | ? | ? | -4%
COc1ccc(Nc2nc(C)nc(N)c2S(=O)(=O)c2ccccc2)cc1 | · | -1% | · | · | · | 5 | -2%
CCOC(=O)c1sc(NC(=O)CSc2nc(-c3ccco3)cc(C(F)(F)F)n2)c(C(=O)OC)c1C | 5% | 4% | -47% | 9% | ? | 4 | -9%
O=C(Nc1cnccn1)C1c2ccccc2Oc2ccccc21 | 3% | 0% | -7% | 2% | -1% | 10 | -13%
O=C(Nc1nccs1)C1CCCN(S(=O)(=O)c2cccnc2)C1 (stereo not drawn) | 1% | 1% | -5% | -5% | 0% | -3 | ?
CCc1ccccc1NC(=O)c1ccc2snnc2c1 | -2% | 1% | -22% | 0% | -10% | 8 | -7%
CCOC(=O)N[C@H](Cc1c[nH]c2ccccc12)C(=O)Nc1cccc(Cl)c1 | · | 1% | · | · | · | 19 | 5%
O=C(O)c1ccccc1-c1ccccc1C(=O)Nc1ccc2c(c1)[nH]c(=O)c1ccccc12 | 2% | 2% | -32% | -1% | ? | -26 | 3%
CCOc1ccc(C(=O)Nc2cc(-c3nc4ccccc4o3)ccc2C)cc1Cl | · | -5% | · | · | · | -16 | 15%
Cc1c(/C=N/NC(=O)c2ccccc2O)c2ccccn2c1C(=O)c1ccc(F)cc1 | 1% | 2% | -39% | 12% | ? | -19 | 12%
Cc1ccc(S(=O)(=O)NCC(=O)OCC(=O)Nc2cccc(S(=O)(=O)NC3=NCCCCC3)c2)cc1C | 4% | -14% | 21% | -12% | 10% | 0 | 10%
O=C(c1cc2c(=O)n3ccccc3nc2s1)N1CCN(Cc2ccc3c(c2)OCO3)CC1 | 4% | 2% | 27% | 12% | -8% | ? | -5%
CCCNCc1cc(Br)ccc1OCC(=O)NCCc1ccccc1 | 2% | -13% | -8% | -18% | ? | -15 | -5%
C[n+]1c(-c2ccccc2)cc(-c2ccc(Cl)cc2)cc1-c1ccccc1 | 2% | 0% | -3% | -8% | -20% | ? | 3%
CC(Nc1ccc(Cl)cc1)c1cc(Cl)ccc1O (stereo not drawn) | 8% | 1% | -28% | 2% | 3% | 3 | -13%
COc1ccc(NC(=O)CCNS(=O)(=O)c2ccc3c(c2)CCCC(=O)N3)cc1 | · | 3% | · | · | · | -11 | -4%

Given as tab-separated lines: part of the list above
structure	LmPK inh	Tb PYK inh	AmpC inh no detg	AMA1 RON2 block	HCV inh	HCMV inh	AmpC inh detg
Cc1c(/C=N/NC(=O)c2ccccc2O)c2ccccn2c1C(=O)c1ccc(F)cc1	1%	2%	-39%	12%	?	-19	12%
Cc1ccc(S(=O)(=O)NCC(=O)OCC(=O)Nc2cccc(S(=O)(=O)NC3=NCCCCC3)c2)cc1C	4%	-14%	21%	-12%	10%	0	10%
O=C(c1cc2c(=O)n3ccccc3nc2s1)N1CCN(Cc2ccc3c(c2)OCO3)CC1	4%	2%	27%	12%	-8%	?	-5%

Further compounds.
SMILES | LmPK inh | Tb PYK inh | AmpC inh no detg | AMA1 RON2 block | HCV inh | HCMV inh | AmpC inh detg
CC(C)(C)c1ccc(C(=O)N2CCC(=O)N(C(CO)Cc3ccccc3)CC2)cc1 (stereo not drawn) | 5% | 0% | 248%[activator] | 4% | -10% | ? | 4%
CCC1CCCCN1C(=O)COc1cccc2c1CCN(C)C2=O (stereo not drawn) | 6%[11.5 µM] | 3% | 6% | 10% | -16% | -1 | -8%
Cc1c(OCC(=O)N(C)C)ccc2c(-c3ccccc3)cc(=O)oc12 | -1% | -2% | 25% | -6% | -17% | -15 | -10%
CCc1ccc(NC(=O)CSc2ccc(-c3ccco3)nn2)cc1 | -2% | -11% | -38% | -2% | ? | 14 | -7%
O=C1CCC(c2ccccc2)N1C(=O)c1cccnc1 (stereo not drawn) | -1% | 2% | -6% | -2% | ? | 4 | -12%
Cc1noc(C)c1NC(=O)Nc1ccc2c(c1)C(=O)N([C@H](C)CO)C[C@H](C)[C@@H](CN(C)C(=O)NC1CCCCC1)O2 | · | 0% | 29% | 0% | -7% | ? | ·
Clc1ccc(-c2nnc3cccc(Cl)n23)c(Cl)c1 | -5% | -9% | 17% | 2% | -7% | -2 | -20%
O=C(COC(=O)c1ccc(S(=O)(=O)NCc2ccco2)cc1)NCC1CCCCC1 | 2% | -15% | -20% | -7% | 13% | 21 | -7%
O=C(c1cc(Br)ccc1O)N1CCN(S(=O)(=O)Cc2ccccc2)CC1 | · | 3% | -29% | -1% | ? | -20 | ?
CC1(C(=O)NS(=O)(=O)C2CC2)CCN(C(=O)c2ccc3ccccc3n2)C1 (stereo not drawn) | · | 5% | · | 5% | · | -16 | ·
COc1ccc(NC(=O)c2c(Cl)cnn2C)c(C)c1 | 2% | 5% | -13% | -7% | 0% | -10 | -1%
O=C(COc1cccc2cccnc12)N/N=C1\SCC(=O)N1CCc1ccccc1 | 2% | 1% | 9% | -24% | 2% | -33 | 3%
COc1ccc(-c2nnc(SCC(=O)Nc3cc(S(=O)(=O)N4CCCCC4)ccc3Cl)n2N)cc1 | 4% | -12% | -29% | 11% | -4% | -28 | -9%
O=C(CC(=O)c1ccccc1)c1ccccc1 | · | -3% | · | 36%[activator] | -26% | -34 | ·
c1ccc2c(c1)-c1nc3ccccc3cc1C2N1CCOCC1 (stereo not drawn) | · | 7% | · | -1% | ? | 45 | ·
CN1c2ccccc2SC2C(c3ccccc3)=NOC21 (stereo not drawn) | · | -2% | · | 8% | · | -34 | ·
CCCS(=O)(=O)N1CCC(C(=O)NCC2CCCO2)CC1 (stereo not drawn) | -1% | -1% | -17% | 10% | 16% | -10 | -2%
COc1cc(C(=O)NCC(C)C)c([N+](=O)[O-])cc1OC | -1% | 3% | -10% | 14% | 18% | 41 | -4%
O=C(CSc1nncn1-c1cccnc1)N1CCOCC1 | -3% | 5% | -20% | 6% | 12% | 5 | -6%
c1ccc(C2C3=C(CCCC3)Nc3ncnn32)cc1 (stereo not drawn) | 3% | 3% | -5% | 36%[activator] | 10% | -5 | -15%
COc1cccc(CNS(=O)(=O)c2cc(-c3cc(C)no3)ccc2C(C)C)c1 | 3% | 4% | -30% | -1% | ? | -26 | -7%
COc1ccc(N(CC(=O)N2CCN(c3ccccc3F)CC2)S(=O)(=O)c2ccc(C)cc2)cc1 | 8% | 3% | -2% | 9% | -9% | -10 | -1%
O=C(O)c1ccc(NC2=C(n3nnc4ccccc43)C(=O)c3ccccc3C2=O)cc1 | -1% | -5% | -21% | 4% | -1% | -36 | -2%
CCCCNC(=O)C1(C)CCCCN1Cc1ccccc1-c1ccccc1 (stereo not drawn) | · | 2% | · | -2% | · | 0 | ·
O=C(Nc1ccc2ccccc2c1)c1nn(C23CC4CC(CC(C4)C2)C3)cc1Br | 0% | 4% | -1% | -11% | -19% | -13 | 0%

Next part
SMILES | LmPK inh | Tb PYK inh | AmpC inh no detg | AMA1 RON2 block | HCV inh | HCMV inh | AmpC inh detg
CN1CCN(c2nc(-c3ccc(Cl)cc3)cc(=O)[nH]2)CC1 | 2% | -3% | 21% | -7% | -4% | 12 | -1%
Cc1no[n+]([O-])c1COc1ccc(/C=C2\NC(=S)NC2=O)cc1 | 0% | -9% | -39% | -8% | 7% | -38 | ?
N#Cc1ccc(C(CC(=O)O)N2Cc3ccccc3C2=O)cc1 (stereo not drawn) | -5% | 1% | -1% | 10% | 13% | -16 | 0%
CC(=O)Nc1ccc(-n2c(CCC(=O)O)ccc2-c2ccc(Br)cc2)cc1 | · | -6% | · | · | · | ? | 7%
COc1cc(C(=O)NCCC(=O)NCc2c(F)cc(F)cc2F)cc(OC)c1OC | 6% | 0% | -7% | 11% | -15% | 0 | 3%
c1ccc2c(c1)[IH]c1ccccc1-2 | · | 2% | · | 13% | 0.028µM* | -100* | ·
COc1ccc(Cn2ccc3nc(C)c(C(=O)NCc4cccc(OC)c4)cc3c2=O)cc1 | · | -5% | · | · | · | -25 | -1%
CN(C)c1nc(SCCOC(=O)COc2ccc(Cl)cc2Cl)nc(N(C)C)n1 | 7% | 8% | 85% | 9% | -10% | 23 | -14%
COc1ccc(NC(=O)CNC(=O)c2nn(-c3ccc(OC)c(Cl)c3)c(=O)c3ccccc23)c(OC)c1 | -1% | -2% | 6% | 1% | ? | 58 | 3%
CC1CCCC(C)N1C(=O)COC(=O)c1cc(S(=O)(=O)N2CCOCC2)ccc1Cl (stereo not drawn) | · | -6% | 57% | -3% | -3% | 6 | ?

Of the compounds above, these contain an NH in an aromatic ring.
SMILES | LmPK inh | Tb PYK inh | AmpC inh no detg | AMA1 RON2 block | HCV inh | HCMV inh | AmpC inh detg
CCOC(=O)N[C@H](Cc1c[nH]c2ccccc12)C(=O)Nc1cccc(Cl)c1 | · | 1% | · | · | · | 19 | 5%
O=C(O)c1ccccc1-c1ccccc1C(=O)Nc1ccc2c(c1)[nH]c(=O)c1ccccc12 | 2% | 2% | -32% | -1% | ? | -26 | 3%
CN1CCN(c2nc(-c3ccc(Cl)cc3)cc(=O)[nH]2)CC1 | 2% | -3% | 21% | -7% | -4% | 12 | -1%

The order is random. About 7.5% of those tested had a hit in this group.
